Screening results from PubChem.
LYPLA1 inh – counter-screen for PME1 inhibitors: inhibitors of human LYPLA1; recombinant LYPLA1, FP-Rh probe fluorescence polarization; inhibition, % at 5.9 µM; hit rate 0.16% among 320,000; AID 2174;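 active = inhibition above the mean of all tested compounds plus 3 SD, set per campaign, cut at about 14% in these data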;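 note: inhibitors block serine hydrolase probe labeling of LYPLA1 so polarization falls; 0% = enzyme with DMSO and 100% = wells lacking LYPLA1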
Target sequence (O75608 whole entry, looked up): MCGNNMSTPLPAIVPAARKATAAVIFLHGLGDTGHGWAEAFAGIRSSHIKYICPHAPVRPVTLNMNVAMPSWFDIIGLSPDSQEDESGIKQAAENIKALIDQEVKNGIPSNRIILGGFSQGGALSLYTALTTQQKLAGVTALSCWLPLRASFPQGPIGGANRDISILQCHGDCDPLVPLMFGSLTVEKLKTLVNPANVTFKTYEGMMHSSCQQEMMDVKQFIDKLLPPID
GSTO1 counter – GSTO1 inhibition, counter-screen for RBBP9 inhibitors; P78417; recombinant GSTO1, activity-based probe fluorescence polarization; inhibition, % at 5.96 µM; hit rate 1.1% among 300,000;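 active = inhibition above the campaign mean inhibition plus 3 SD, cut at about 35% in these data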;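 note: 0% = GSTO1-1 with DMSO and 100% = wells lacking GSTO1-1 enzyme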
PAFAH2 FP inh – inhibitors of human PAFAH2 | Q99487 | recombinant PAFAH2, FP-rhodamine activity probe, fluorescence polarization | inhibition, % at 3.39 µM | hit rate 0.99% among 340,000 | AID 492956;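 active = inhibition above the mean over all tested compounds plus 3 SD, cut at about 30% in these data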;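 note: inhibitors block probe labeling of enzyme so polarization drops; 0% = enzyme with DMSO and 100% = wells lacking PAFAH2 protein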
pPAFAH inh – pPAFAH (human) enzyme inhibition | Q13093 | recombinant pPAFAH, FP-rhodamine probe fluorescence polarization | inhibition, % at 3.39 µM | hit rate 1.5% among 330,000;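 active = inhibition above the mean inhibition across the screen plus 3 SD, cut at about 25% in these data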;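 note: inhibitors block binding of the rhodamine activity-based probe so polarization drops; 0% = enzyme with DMSO and 100% = wells lacking pPAFAH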
Target sequence (Q13093 whole entry, looked up): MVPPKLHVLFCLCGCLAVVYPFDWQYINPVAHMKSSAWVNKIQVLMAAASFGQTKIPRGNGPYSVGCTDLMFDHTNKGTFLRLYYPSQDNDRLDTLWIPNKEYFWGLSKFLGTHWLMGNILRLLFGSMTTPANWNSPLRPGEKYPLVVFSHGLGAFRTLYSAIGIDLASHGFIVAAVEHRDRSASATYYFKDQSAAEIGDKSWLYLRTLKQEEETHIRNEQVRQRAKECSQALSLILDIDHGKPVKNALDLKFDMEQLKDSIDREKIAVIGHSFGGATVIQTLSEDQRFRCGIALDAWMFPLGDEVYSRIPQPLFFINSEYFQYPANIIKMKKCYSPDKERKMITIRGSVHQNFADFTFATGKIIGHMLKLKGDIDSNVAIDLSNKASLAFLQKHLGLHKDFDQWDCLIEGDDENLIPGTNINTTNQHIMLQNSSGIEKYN
PREPL inhibitor – human PREPL enzyme inhibition. Q4J6C6. recombinant PREPL, fluorescence polarization activity-based probe. inhibition, % at 5.96 µM. hit rate 0.68% among 320,000. AID 2751; in the data active = inhibition above about 43%;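 note: 0% = enzyme with DMSO and 100% = wells lacking enzyme; many of its hits are not listed in these tables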
PAFAH1B2 FP inh – inhibitors of human PAFAH1B2 | P68402 | recombinant PAFAH1B2, FP-rhodamine activity probe, fluorescence polarization | inhibition, % at 3.39 µM | hit rate 1.2% among 340,000 | AID 492953;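 active = inhibition above the mean of all tested compounds plus 3 SD, cut at about 24% in these data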;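 note: 0% = enzyme with DMSO and 100% = wells lacking PAFAH1B2; many of its hits are not listed in these tables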
LYPLA2 counter – blocks human lysophospholipase 2, a PME1 counter-screen; recombinant LYPLA2, FP-Rh probe fluorescence polarization; inhibition, % at 5.9 µM; hit rate 0.38% among 320,000;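 active = inhibition above the screen-wide mean plus 3 SD, limit set per campaign, cut at about 26% in these data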;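 note: 0% = LYPLA2 with DMSO and 100% = wells lacking LYPLA2 enzyme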
Target sequence (O95372 whole entry, looked up): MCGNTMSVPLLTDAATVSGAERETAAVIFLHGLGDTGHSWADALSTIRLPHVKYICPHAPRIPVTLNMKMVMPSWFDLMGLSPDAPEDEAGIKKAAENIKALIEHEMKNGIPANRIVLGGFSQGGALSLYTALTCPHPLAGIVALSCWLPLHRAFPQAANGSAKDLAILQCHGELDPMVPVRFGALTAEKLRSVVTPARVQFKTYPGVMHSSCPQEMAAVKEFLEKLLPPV
PAFAH1B3 inh – blocks human PAF acetylhydrolase 1B catalytic subunit 3 | Q15102 | recombinant PAFAH1B3, FP-rhodamine probe, fluorescence polarization | inhibition, % at 3.39 µM | hit rate 0.28% among 340,000 | AID 492972;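 active = inhibition above the screen-wide average of all tested compounds plus 3 SD, cut at about 25% in these data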;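 note: 0% = enzyme with DMSO only and 100% = wells lacking PAFAH1B3 protein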
PAD4 inh – inhibitors of human PAD4 | recombinant PAD4, RCA probe fluorescence polarization | Q9UM07 | inhibition, % at 6.36 µM | hit rate 0.41% among 330,000;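 active = percent inhibition above a cutoff equal to the mean of all tested compounds plus 3 SD, cut at about 15% in these data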;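 note: 0% = PAD4 with RCA probe and DMSO and 100% = probe without PAD4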
* marks the source's active call; other numbers are inactive results; nt = not tested or not shown. Not all compounds are listed; the hit share may differ from the screen's.

no.	molecule	LYPLA1 inh	GSTO1 counter	PAFAH2 FP inh	pPAFAH inh	PREPL inhibitor
1	COc1ccc(CC(=O)NCCS(=O)(=O)N2CCN(c3ccccc3)CC2)cc1	2	5	-3	1	-18
2	COc1cccc(C(=O)Nc2nc(SCc3ccc(Cl)cc3)n[nH]2)c1	-1	-3	1	1	18
3	CC1=NNC(=O)C1C(c1ccc(F)cc1)C(C#N)C#N (centres undefined)	1	0	7	-1	9
4	O=C(c1ccc(N2C(=O)C3CC=C(Cl)CC3C2=O)cc1)N1CCCCC1 (centres undefined)	-4	-4	8	-14	7
5	CCOc1ccc2oc(C(=O)NCC3CCCO3)c(C)c2c1 (centres undefined)	0	3	2	7	-2
6	COc1cc(S(=O)(=O)n2nc(C)cc2C)ccc1Cl	4	-1	-9	1	-3
7	Nc1cccnc1Sc1ccc(Cl)cc1	0	-1	-3	-3	10
8	CN(C)c1cc[n+](CC[n+]2ccc(N(C)C)cc2)cc1	-2	-1	-5	2	15
9	COc1cccc(NC(=O)Nc2cc(C(=O)NCC3CCCO3)ccc2N2CC3CC(C2)c2cccc(=O)n2C3)c1 (centres undefined)	-1	1	7	62*	16
10	O=C(c1cccc(F)c1)N1CCCC(C(=O)N2CCCCC2)C1 (centres undefined)	-1	3	2	0	19

no.	PAFAH1B2 FP inh	LYPLA2 counter	PAFAH1B3 inh	PAD4 inh
1	5	3	-1	1
2	6	4	1	3
3	12	3	2	-5
4	6	-7	2	-4
5	2	3	7	1
6	2	0	11	-3
7	3	-1	0	-5
8	0	-5	-11	-5
9	1	1	10	-3
10	4	1	5	-5

New compounds follow:
no.	molecule	LYPLA1 inh	GSTO1 counter	PAFAH2 FP inh	pPAFAH inh	PREPL inhibitor
11	COC(=O)c1ccc(COc2ncnc3sccc23)cc1	1	0	1	4	5
12	Cc1ccc(Oc2cc([N+](=O)[O-])cc3c2C(=O)Nc2ccccc2O3)cc1	-8	4	-12	15	17
13	COc1ccc(CN2CCN(S(=O)(=O)c3ccc(NC(C)=O)cc3)CC2)c(OC)c1OC	0	14	-4	0	14
14	CC(/C=N/NC(=O)c1ccccc1F)=C\c1ccccc1	0	0	6	1	-4
15	O=C(CN1C(=O)NC2(CCCC2)C1=O)N1CCN(c2ccccc2Cl)CC1	1	7	-1	-5	-1
16	CCOc1ccccc1N=NC1C(=O)N(C(N)=S)N=C1C (centres undefined)	3	5	-9	2	12
17	COc1ccccc1N1CCN(CCC(=O)Nc2ccc(F)cc2)CC1	-1	5	0	4	0
18	CCOc1ccc(OCC)c(NC(=O)CN(C)S(=O)(=O)c2cccc3nsnc23)c1	1	0	-4	2	7
19	Cc1ccc2nc(C3CCN(CC(=O)N4CCCCCC4)CC3)[nH]c2c1	2	-3	-9	-1	17
20	COc1ccc(NC(=O)C2=CC(c3cccs3)=NS(=O)(=O)N2C)cc1	8	0	5	4	8

no.	PAFAH1B2 FP inh	LYPLA2 counter	PAFAH1B3 inh	PAD4 inh
11	6	-2	5	2
12	-2	-6	6	11
13	2	0	3	1
14	3	-8	3	3
15	2	-5	7	-2
16	1	10	5	1
17	-3	-2	5	-4
18	1	7	6	-4
19	4	6	-3	-2
20	1	8	0	2

(cont.)
no.	molecule	LYPLA1 inh	GSTO1 counter	PAFAH2 FP inh	pPAFAH inh	PREPL inhibitor
21	NC(=O)c1ccc(-c2csnn2)cc1	2	7	nt	2	10
22	Cn1c(CC(=O)Nc2ccc(F)cc2)nnc1SCC(=O)NC1CCCCC1	3	-3	-3	3	10
23	CC(=O)c1cccc(NC(=S)NCCC2=CCCCC2)c1	-5	-3	-9	3	-1
24	O=C(Nc1ccnn1C1CCN(Cc2ccccc2)CC1)c1ccccc1Cl	3	1	-2	-5	-2
25	Cc1cc(OCC(O)CNC(C)(C)C)ccc1Cl (centres undefined)	-1	4	nt	-1	-7
26	COc1ccc(OC)c(NC(=O)CSc2nnc(Cc3cccn3C)n2-c2ccc(F)cc2)c1	7	-5	-1	19	18
27	Cc1ccc(-c2cc(C(=O)NCC3CCCO3)c3ccccc3n2)cc1C (centres undefined)	-5	-3	-10	6	1
28	CCOc1ccc(C2C(C#N)=C(N)SC(N)=C2C#N)cc1OC	-22	-13	nt	-5	-25
29	COc1ccc2c(c1)C(NC(=O)C(F)(F)F)CC2=O (centres undefined)	-2	10	-6	-2	1
30	Cc1onc(-c2ccccc2Cl)c1C(=O)Nc1cccnc1	0	2	3	8	3

no.	PAFAH1B2 FP inh	LYPLA2 counter	PAFAH1B3 inh	PAD4 inh
21	nt	2	nt	7
22	-2	-3	8	10
23	1	7	0	2
24	0	10	-3	0
25	nt	6	nt	-1
26	12	-1	9	-2
27	0	-2	3	-4
28	nt	-36	nt	-10
29	2	2	1	1
30	2	4	0	1

Laid out differently: entries from further up.
17. COc1ccccc1N1CCN(CCC(=O)Nc2ccc(F)cc2)CC1
18. CCOc1ccc(OCC)c(NC(=O)CN(C)S(=O)(=O)c2cccc3nsnc23)c1
19. Cc1ccc2nc(C3CCN(CC(=O)N4CCCCCC4)CC3)[nH]c2c1
20. COc1ccc(NC(=O)C2=CC(c3cccs3)=NS(=O)(=O)N2C)cc1
21. NC(=O)c1ccc(-c2csnn2)cc1
22. Cn1c(CC(=O)Nc2ccc(F)cc2)nnc1SCC(=O)NC1CCCCC1
23. CC(=O)c1cccc(NC(=S)NCCC2=CCCCC2)c1
24. O=C(Nc1ccnn1C1CCN(Cc2ccccc2)CC1)c1ccccc1Cl
25. Cc1cc(OCC(O)CNC(C)(C)C)ccc1Cl (centres undefined)
26. COc1ccc(OC)c(NC(=O)CSc2nnc(Cc3cccn3C)n2-c2ccc(F)cc2)c1

| screen / no. | 17 | 18 | 19 | 20 | 21 | 22 | 23 | 24 | 25 | 26 |
| --- | --- | --- | --- | --- | --- | --- | --- | --- | --- | --- |
| LYPLA1 inh | -1 | 1 | 2 | 8 | 2 | 3 | -5 | 3 | -1 | 7 |
| GSTO1 counter | 5 | 0 | -3 | 0 | 7 | -3 | -3 | 1 | 4 | -5 |
| PAFAH2 FP inh | 0 | -4 | -9 | 5 | nt | -3 | -9 | -2 | nt | -1 |
| pPAFAH inh | 4 | 2 | -1 | 4 | 2 | 3 | 3 | -5 | -1 | 19 |
| PREPL inhibitor | 0 | 7 | 17 | 8 | 10 | 10 | -1 | -2 | -7 | 18 |
| PAFAH1B2 FP inh | -3 | 1 | 4 | 1 | nt | -2 | 1 | 0 | nt | 12 |
| LYPLA2 counter | -2 | 7 | 6 | 8 | 2 | -3 | 7 | 10 | 6 | -1 |
| PAFAH1B3 inh | 5 | 6 | -3 | 0 | nt | 8 | 0 | -3 | nt | 9 |
| PAD4 inh | -4 | -4 | -2 | 2 | 7 | 10 | 2 | 0 | -1 | -2 |

27. Cc1ccc(-c2cc(C(=O)NCC3CCCO3)c3ccccc3n2)cc1C (centres undefined)

| screen / no. | 27 |
| --- | --- |
| LYPLA1 inh | -5 |
| GSTO1 counter | -3 |
| PAFAH2 FP inh | -10 |
| pPAFAH inh | 6 |
| PREPL inhibitor | 1 |
| PAFAH1B2 FP inh | 0 |
| LYPLA2 counter | -2 |
| PAFAH1B3 inh | 3 |
| PAD4 inh | -4 |

(further entries)
no.	molecule	LYPLA1 inh	GSTO1 counter	PAFAH2 FP inh	pPAFAH inh	PREPL inhibitor
31	O=[N+]([O-])c1cccnc1N1CCN(c2ccc(F)cc2)CC1	3	6	-2	3	14
32	N#Cc1ccccc1OCC(=O)NNC(=O)CNC(=O)c1ccc(Br)o1	nt	nt	8	-2	-15
33	COc1ccccc1NS(=O)(=O)CC12CCC(CC1=O)C2(C)C (centres undefined)	1	0	2	-5	11
34	COc1cccc2[nH]c3c(N4CCc5ccccc5C4)ncnc3c12	1	-2	nt	15	32
35	Cc1ccccc1N=C1NC(=O)CS1	-3	8	3	4	-4
36	O=C(NC1CCCCC1)c1cccc(Cn2cc(Cl)cn2)c1	-2	-6	-3	-2	-1
37	O=C(NC1CCCCC1)C1CCCN1C(=O)Nc1ccccc1 (centres undefined)	6	2	3	6	4
38	CC1(C)CC(=O)C=C(NCCc2c[nH]c3ccccc23)C1	1	0	nt	-1	14
39	O=C1c2ccccc2C(=O)N1CCN1CCCCC1	-2	3	3	2	0
40	O=C1c2ccccc2C(=O)c2c1cccc2N(CCO)CCO	3	1	-2	2	-9

no.	PAFAH1B2 FP inh	LYPLA2 counter	PAFAH1B3 inh	PAD4 inh
31	0	8	11	3
32	5	nt	9	-1
33	0	3	2	2
34	nt	-1	nt	0
35	7	2	4	-1
36	5	-3	-2	-2
37	0	5	8	-2
38	nt	-5	nt	-1
39	11	3	6	0
40	4	-3	5	-1

Following part:
no.	molecule	LYPLA1 inh	GSTO1 counter	PAFAH2 FP inh	pPAFAH inh	PREPL inhibitor
41	COC(CNC(=O)c1c[nH]c2ccc(S(=O)(=O)N3CCOCC3)cc2c1=O)OC	4	-1	4	4	-3
42	O=C1CCC(c2ccccc2)N1C(=O)c1cccnc1 (centres undefined)	1	-3	5	0	11
43	O=C(C1CC1)N1N=C2CCCCC2C1(O)C(F)(F)F (centres undefined)	4	-9	6	5	6
44	O=C(CNC(=O)c1ccccc1F)NCCN1C(=O)S/C(=C\c2ccccc2Cl)C1=O	-2	0	2	2	-1
45	N#CCN1CCC2(O)CCCCC2C1c1ccc2c(c1)OCO2 (centres undefined)	4	-2	4	-1	-5
46	Cc1ccccc1N1C(=O)Cc2ccccc2C1=O	-3	16	1	6	16
47	C=CCn1c(SCC(N)=O)nnc1-c1cc2c(s1)CCC(CC)C2 (centres undefined)	-5	-2	6	6	1
48	CCOC(=O)c1cnc2c(C#N)c(C)nn2c1C	1	4	2	1	-6
49	CCOC(=O)[C@H]1[C@H]2COc3ccc(Cl)cc3[C@@H]2N2C(=O)[C@@H](C)NC(=O)[C@@]12C	nt	nt	1	2	9
50	CCc1c(C2(O)CCCCC2)[nH]c2cnccc12	-2	nt	4	2	-24

no.	PAFAH1B2 FP inh	LYPLA2 counter	PAFAH1B3 inh	PAD4 inh
41	-2	5	-1	6
42	6	4	2	2
43	6	6	14	1
44	2	3	5	0
45	5	7	11	-5
46	2	0	15	2
47	4	-3	2	-1
48	-2	-1	-3	1
49	2	nt	-1	3
50	2	-5	4	0

Following part
no.	molecule	LYPLA1 inh	GSTO1 counter	PAFAH2 FP inh	pPAFAH inh	PREPL inhibitor
51	CC(=O)Nc1ccc(C(=O)Nc2nc(-c3cc(C)n(Cc4ccccc4)c3C)cs2)cc1	-18	-14	-3	6	7
52	Cc1cc(NC(=O)c2ccoc2C)ccc1Br	-6	nt	1	-1	-46
53	NC(=O)C1CCN(C(=O)CSCc2ccccc2Cl)CC1	4	6	7	0	-1
54	C[C@@H]1CC[C@]2(O[C@H](CCO)C[C@H](O)[C@H]2O)O1	-1	0	-2	1	4
55	CCOC(=O)CCCNC(=O)CSc1nc2ccc(OCC)cc2[nH]1	-2	0	3	1	5

no.	PAFAH1B2 FP inh	LYPLA2 counter	PAFAH1B3 inh	PAD4 inh
51	4	-9	-1	-9
52	-3	0	3	-2
53	3	0	-4	-4
54	-2	-2	9	-1
55	5	-6	-1	-2
